Screening data as filed in PubChem BioAssay.
PfG6PD inh: PfG6PD (Plasmodium falciparum) enzyme inhibition; inhibition, % at 20 µM; actives 0.78% (n = 350,000); PfGluPho enzyme, NADPH resazurin-diaphorase fluorescence;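 active = inhibition reaching at least a set limit at 20 µM in the primary screen, cut at about 59% in these data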;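 also: 0% = DMSO wells with substrate and 100% = DMSO wells lacking glucose-6-phosphate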
SENP8 block: blocks human SENP8 cleavage of Nedd8 substrate | Q96LD8 | recombinant SENP8, Nedd8 substrate fluorescence | inhibition, % at 20 µM | actives 0.64% (n = 360,000); in the data active = inhibition mostly above about 40%, no sharp cut-off; inactive = mostly below about 27%
Target sequence (Q96LD8 whole entry, looked up): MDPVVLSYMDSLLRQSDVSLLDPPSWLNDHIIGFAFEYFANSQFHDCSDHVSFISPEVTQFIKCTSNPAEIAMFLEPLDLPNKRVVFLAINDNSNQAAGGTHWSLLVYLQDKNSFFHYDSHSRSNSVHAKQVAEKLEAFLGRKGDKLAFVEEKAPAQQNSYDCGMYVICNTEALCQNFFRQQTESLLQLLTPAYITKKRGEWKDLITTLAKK
hIAP activ: human IAP activation. purified human IAP, CDP-Star luminescence, 30 min; hits give high values; 1 = vehicle-only enzyme, 0 = enzyme-free background. actives 0.16% (n = 330,000). P09923. AID 2524. activation factor at 10 µM;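 active = activation factor of the enzyme at least 2-fold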; also: the source names both 10 and 20 µM as test concentration; values of inactives mirror those of a sister screen read the other way
Target sequence (P09923 whole entry, looked up): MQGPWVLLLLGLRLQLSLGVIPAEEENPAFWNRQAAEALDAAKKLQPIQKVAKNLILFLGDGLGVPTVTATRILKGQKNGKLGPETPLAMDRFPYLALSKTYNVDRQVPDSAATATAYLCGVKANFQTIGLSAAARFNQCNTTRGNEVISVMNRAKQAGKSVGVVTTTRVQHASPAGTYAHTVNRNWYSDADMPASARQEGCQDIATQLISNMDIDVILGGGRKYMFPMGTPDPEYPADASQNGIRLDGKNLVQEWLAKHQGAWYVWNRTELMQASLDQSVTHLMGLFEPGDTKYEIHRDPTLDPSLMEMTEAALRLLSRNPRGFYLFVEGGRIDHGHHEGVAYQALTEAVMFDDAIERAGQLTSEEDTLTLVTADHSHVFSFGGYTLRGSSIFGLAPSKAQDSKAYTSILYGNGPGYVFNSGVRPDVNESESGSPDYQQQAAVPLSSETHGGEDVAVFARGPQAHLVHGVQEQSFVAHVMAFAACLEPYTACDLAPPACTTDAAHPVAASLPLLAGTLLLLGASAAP
SENP6 block: inhibitors of human SENP6 protease; Q9GZR1; Recombinant SENP6 catalytic domain, aminoluciferin luminescence; inhibition, % at 10 µM; actives 1.8% (n = 330,000); AID 2599;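 active = inhibition above about 50% at the single tested dose, limit read from the data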;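 also: plate controls were DMSO wells with enzyme for no effect and DMSO wells lacking enzyme for full effect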
SENP1 inh: inhibitors of human SENP1 SUMO protease catalytic domain; Q9P0U3; AID 624204; recombinant SENP1 catalytic domain, CyPet-SUMO1-YPet FRET cleavage; inhibition, % at 10 µM; actives 0.21% (n = 360,000);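 active = inhibition at least 30% at 10 µM, raw YFP signal under a set limit, fluorescence ratio 0.5 to 1.5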;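 also: 0% = enzyme with DMSO and 100% = no enzyme wells; some results filed as inactive read as strong as hits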
Target sequence (Q9P0U3 419-644 limits assumed): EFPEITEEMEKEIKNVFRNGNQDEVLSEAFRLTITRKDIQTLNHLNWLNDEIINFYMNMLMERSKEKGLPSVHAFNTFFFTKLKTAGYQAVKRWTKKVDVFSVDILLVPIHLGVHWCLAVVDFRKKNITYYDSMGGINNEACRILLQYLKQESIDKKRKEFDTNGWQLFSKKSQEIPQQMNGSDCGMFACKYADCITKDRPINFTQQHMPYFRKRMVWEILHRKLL
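Material: hSENP1 catalytic domain, recombinant; medium: Tris pH 8 with BME, BSA, NP40 and catalase; compound: single concentration of 10 µM compound, 0.5% DMSO final; technique: FRET read of cyan and yellow fluorescence; timing: 50 min enzyme reaction, room temperature, light-protected; reagent: SFCypet-SUMO1-SFYpet substrate at 25 nM; control set: no-enzyme low, enzyme-DMSO high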
ATG4B inhibitor: inhibitors of human ATG4B cysteine protease; Q9Y4P1; ATG4B cleavage of LC3-PLA2, NBD-HPC fluorescence, 1 h; inhibition, % at 8.33 µM; actives 0.51% (n = 340,000); in the data active = inhibition above about 40%
MPTP block: permeability transition pore inhibition. isolated mouse mitochondria, Ca2+ swelling absorbance, 30 min. inhibition, % at 10 µM. actives 1.4% (n = 360,000). AID 602449;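 active = inhibition of 50% or more, scaled per plate between neutral and stimulator controls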;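 also: 0% = DMSO wells given calcium and 100% = 1 mM EGTA wells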
GRIN3A LBD mod: modulators (binders) of human NR3A ligand-binding domain; NR3A LBD differential scanning fluorimetry, Tm shift; 0% = protein alone, 100% = glycine-bound protein; Tm shift relative to glycine control, % at 25 µM; actives 2.5% (n = 340,000); AID 1259313;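 active = melting temperature shift of at least 10% of the positive control shift, at one fixed dose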
An asterisk follows results filed as active; · = no result given.

SMILES	PfG6PD inh	SENP8 block	hIAP activ	SENP6 block	SENP1 inh	ATG4B inhibitor	MPTP block	GRIN3A LBD mod
Cc1cccc(C(=O)Nc2cccc(Br)c2)c1[N+](=O)[O-]	12	-1	1.2	-8	1	8	9.4	-7
CCNc1ccc(C(=O)OCC(=O)NCc2ccccc2Cl)cc1[N+](=O)[O-]	-8	30	0.91	-7	16	17	-6.9	10
COc1ccc(N2CCN(S(=O)(=O)c3ccc(OC)c(C(=O)N4CCOCC4)c3)CC2)cc1	-17	1	1.1	-16	1	3	-0.6	1
Cc1c(-c2ccccc2)[n+](=O)c(-c2ccco2)c(C)n1[O-]	-4	-32	0.82	8	0	-12	-0.7	-3
CCC(=O)N1CCc2cc(S(=O)(=O)CCC(=O)Nc3cccc(F)c3)ccc21	-1	15	0.97	-7	0	-10	0.7	-2
CCOCCCNC(=O)c1ccc2c(c1)ncn2-c1ccccc1OC	-6	10	1.1	13	1	-1	0.6	-1
CC(=O)NC(=S)Nc1cc(C(=O)O)ccc1Cl	-10	11	0.96	-41	2	-6	0.2	2
O=C(Nc1nc(-c2ccc(S(=O)(=O)N3CCCC3)cc2)cs1)C1COc2ccccc2O1 (configuration not stated)	-9	-60	1.3	16	1	-3	-0.4	-3
CN(C)c1nc(-c2ccccc2)nc(-c2ccc(Cl)cc2)c1C#N	4	-248	0.91	-3	0	3	20	-3
CCN(C(=O)COC(=O)c1cccnc1)c1cccc2ccccc12	-13	8	1.2	-7	3	-5	0.5	-3
CN1C(C(=O)c2ccccc2)=C(N)c2ccccc2S1(=O)=O	-2	6	0.98	-12	3	-3	-0.2	2
COc1cccc(-c2c(-c3cc(OC)cc(OC)c3)n(C)c3ccc(Br)cc23)c1	5	-306	0.83	-2	1	-8	2.1	4
C#CCn1c(=NC(=O)c2cccs2)sc2cccc(OC)c21	9	-460	0.98	-21	-8	-2	1.1	-6
COc1ccccc1-c1ccc(SCc2ccccc2)nn1	17	16	0.82	18	-5	1	-1.3	1
Cc1cc(C)n(-c2nnc(NCc3ccc(Cl)cc3)nn2)n1	1	12	0.83	-6	3	8	-0.2	1

2 entries from above, set out differently.
SMILES: CCC(=O)N1CCc2cc(S(=O)(=O)CCC(=O)Nc3cccc(F)c3)ccc21
  PfG6PD inh: -1	SENP8 block: 15	hIAP activ: 0.97	SENP6 block: -7	SENP1 inh: 0	ATG4B inhibitor: -10	MPTP block: 0.7	GRIN3A LBD mod: -2
SMILES: CCOCCCNC(=O)c1ccc2c(c1)ncn2-c1ccccc1OC
  PfG6PD inh: -6	SENP8 block: 10	hIAP activ: 1.1	SENP6 block: 13	SENP1 inh: 1	ATG4B inhibitor: -1	MPTP block: 0.6	GRIN3A LBD mod: -1

Additional compounds follow:
SMILES	PfG6PD inh	SENP8 block	hIAP activ	SENP6 block	SENP1 inh	ATG4B inhibitor	MPTP block	GRIN3A LBD mod
CCOc1ccc(N2C(=O)C3ON(c4ccccc4)C(c4ccco4)C3C2=O)cc1 (configuration not stated)	-5	-2	1	-25	-1	9	-2.3	0
CCS(=O)(=O)N1Cc2ccccc2CC1C(=O)Nc1ccc(OC)cc1 (configuration not stated)	-20	7	1.2	-12	5	6	-3.4	0
O=S(=O)(c1cccc(-c2n[nH]c(=S)n2-c2ccc(OC(F)(F)F)cc2)c1)N1CCOCC1	13	-56	0.97	-2	0	-5	1.5	8
CCOC(=O)C1CCCN(CCC(=O)Nc2ccc(Br)c(C)c2)C1 (configuration not stated)	-12	14	1.3	-14	4	9	0.1	0
COc1ccc(-c2noc(CN(C)Cc3ccccc3)n2)c(OC)c1OC	-15	18	0.93	-3	2	-4	-0.5	1
CCCCn1c(N)c(N(CCOC)C(=O)COC(=O)c2ccccc2OCC)c(=O)[nH]c1=O	-5	5	1	0	0	3	-0.6	-1
Cc1ccc(S(=O)(=O)c2cnc(-c3ccccc3)nc2N2CCN(C)CC2)cc1	-6	20	1	-10	2	-5	3.1	1
CCn1nc(C)cc1C(=O)N1CCCC(C(=O)c2cccc(OC)c2)C1 (configuration not stated)	-5	22	0.94	-16	2	-15	1.2	0
c1ccc2c(c1)OC(CCCN1CCCCC1)c1ccccc1S2 (configuration not stated)	-3	13	1.1	-16	-1	-8	30	-1
O=C(NCc1ccccc1)[C@@H]1CSC2c3ccccc3C(=O)N21 (some centres not stated)	6	14	0.83	-14	2	-14	-2.8	2
Cc1cc(=O)oc2cc(OCC(=O)Nc3c(Cl)cccc3C(F)(F)F)ccc12	14	-86	0.99	-3	-1	1	-0.1	1
Cc1ccc(C(=O)NC(=S)Nc2cccc3nsnc23)cc1	58	-179	0.79	24	-20	-11	-5.1	0
CCOC(=O)C1CCCN(S(=O)(=O)c2ccc(S(=O)(=O)N(CC)CC)cc2)C1 (configuration not stated)	-10	8	0.89	4	1	-5	97*	1
S=C1SCN(Cc2cccs2)CN1Cc1cccs1	10	0	·	·	8	·	0.7	·
CCOCCn1c(=O)c2c(nc3n2CCN3c2ccc(CC)cc2)n(C)c1=O	-5	-134	0.98	-29	3	4	5.0	-1
O=c1cnn(Cc2ccc(F)cc2)c2ccccc12	9	6	0.89	-22	0	-9	-0.3	1
COc1ccc(C(=O)N/N=C(/C)c2cccc(NC(=O)c3ccccc3F)c2)cc1	-4	9	1	0	1	5	-1.1	0
Cc1c(C(=O)OCC2CCCO2)[nH]c2c1C(=O)CC(c1ccco1)C2 (configuration not stated)	10	-21	1.3	-13	-2	5	0.1	-3
O=C(c1cccc(C(F)(F)F)c1)C1CCCN(Cc2cccn2-c2ncccn2)C1 (configuration not stated)	-11	5	0.84	5	-2	-4	4.4	-2
COc1cc(NC(=O)COc2ccccc2Cl)ccc1NC(=O)C(C)C	1	6	0.97	-8	1	-15	-3.6	-1
COc1cc(OC)c2c(-c3ccccc3)cc(=O)oc2c1C(CC(=O)N1CCCC1)c1ccc2c(c1)OCO2 (configuration not stated)	-4	-166	1.1	-16	-6	0	-1.2	-4
Cc1ccc(S(=O)(=O)NN2C(=O)c3ccccc3NC2c2ccccc2F)cc1 (configuration not stated)	-10	-322	1	-12	0	-5	-0.6	-1
CCCCN1C(=O)C(=O)N(CC(=O)Nc2cc(S(=O)(=O)N(C)C)ccc2C)C1=O	-11	2	1.2	-13	1	-4	-2.2	3
O=c1c2ccccc2nc(COc2ccccc2)n1/N=C/c1cn[nH]c1-c1ccccc1	11	-4	0.88	-11	0	-8	-10	-3
CCOc1ccc(NC(=O)CSc2nc3ccsc3c(=O)n2CCC(=O)O)cc1	-13	9	1	-3	2	-5	0.5	0
COc1ccc(OC)c(N=Cc2c(O)c3ccccc3oc2=O)c1	4	-82	1.1	-21	-27	0	0.2	2
Cc1ccc(CSCC(=O)NCc2ccc3c(c2)OCO3)cc1	6	9	0.99	-9	1	1	3.3	3
COc1ccc(Cl)cc1C(=O)OCC(=O)N1CCCC(C)C1 (configuration not stated)	14	4	0.91	4	1	1	-2.0	1
CC(=O)NC1CSCC1OC(C)=O (configuration not stated)	-11	13	1	-25	0	4	-0.7	0
NC(=O)C1CCN(C(=O)/C=C/c2cc(Br)ccc2F)CC1	3	12	1.1	-38	-1	-11	5.9	1
COc1ccc(Cc2c(Cl)ncnc2Cl)cc1	11	7	0.88	1	3	1	-24	-1
CN1CCN(S(=O)(=O)c2cccc(C(=O)Nc3cc(C(N)=O)cc(C(N)=O)c3)c2)CC1	-32	-10	1	-10	0	6	0.7	-2
C=CCOc1ccc(/C=C/C(=O)OCC(=O)NC(C)c2ccc(F)cc2)cc1 (configuration not stated)	0	-1	1.1	-6	1	-15	-0.5	4
Cc1ccc(C2C(C#N)C(C#N)N3CCCN23)cc1 (configuration not stated)	3	6	1	-9	-1	5	-1.4	4
CCc1cccc(C)c1NC(=O)CN1C(=O)NC(C)(CCC(C)C)C1=O (configuration not stated)	-4	7	1	0	3	-5	-0.6	-1
O=S(=O)(NC1=NCCC1)c1cccs1	-20	8	1.1	-1	1	-6	-1.5	-1
CCCN1CNC(=S)N(c2cccc(C)c2C)C1	0	12	1.4	-11	1	-17	-0.2	0
OCc1c(OCc2cccc(F)c2)ccc2ccccc12	27	0	1.1	-2	0	16	0.4	0
CC(C)C(NC(=O)CN(c1ccc2c(c1)OCCO2)S(=O)(=O)c1ccccc1)C(C)C	-1	17	1	-4	0	-6	2.4	1
Cc1cccc(N2C(=O)c3ccc(C(=O)Nc4ccccn4)cc3C2=O)c1	7	11	1.4	6	3	-2	-0.2	3
Cc1c(Cl)c(-c2n[nH]c(=S)n2Cc2ccco2)nn1C	25	12	0.84	-12	0	-2	-0.7	0
O=C(CSc1ncn(-c2ccccc2)n1)Nc1nc(-c2ccccc2)cs1	-6	8	1.3	-12	1	-15	4.2	6
CCN1C(=O)NC(c2ccccc2)(c2ccccc2)C1=O	18	2	1.1	-11	0	6	-0.5	1
Clc1ccc(-n2ncc3c(NCc4cccnc4)ncnc32)cc1Cl	-3	-9	1.3	-14	-67	8	5.1	-4
O=C(O)CCSCC(=O)c1ccc2c(c1)OCCO2	-13	21	1.2	14	3	8	-0.1	0

Record cards, as listed above.
Record of OCc1c(OCc2cccc(F)c2)ccc2ccccc12 = PfG6PD inh = 27; SENP8 block = 0; hIAP activ = 1.1; SENP6 block = -2; SENP1 inh = 0; ATG4B inhibitor = 16; MPTP block = 0.4; GRIN3A LBD mod = 0
Record of CCc1cccc(C)c1NC(=O)CN1C(=O)NC(C)(CCC(C)C)C1=O (configuration not stated) = PfG6PD inh = -4; SENP8 block = 7; hIAP activ = 1; SENP6 block = 0; SENP1 inh = 3; ATG4B inhibitor = -5; MPTP block = -0.6; GRIN3A LBD mod = -1
Record of O=S(=O)(NC1=NCCC1)c1cccs1 = PfG6PD inh = -20; SENP8 block = 8; hIAP activ = 1.1; SENP6 block = -1; SENP1 inh = 1; ATG4B inhibitor = -6; MPTP block = -1.5; GRIN3A LBD mod = -1

The list goes on:
SMILES	PfG6PD inh	SENP8 block	hIAP activ	SENP6 block	SENP1 inh	ATG4B inhibitor	MPTP block	GRIN3A LBD mod
CCn1c(C)c(C(=O)O)c2cc(OC)c3ccccc3c21	-13	-176	1.1	3	2	-5	0.9	3
O=C1c2ccccc2C(=O)C1c1ccc2ccccc2n1	3	19	0.94	81*	-26	-11	-0.7	-3
CC1Cc2ccccc2N1C(=S)Nc1cccc(S(=O)(=O)N(C)C)c1 (configuration not stated)	43	11	1	-12	2	-12	0.2	-1
CCCn1c(SCC(=O)NC23CC4CC(CC(C4)C2)C3)n[nH]c1=O	5	25	0.79	-16	0	-1	-2.9	0
Cc1cccc(C)c1NC(=O)CNC(=O)CNC(=O)c1ccc2c(c1)OCO2	4	14	1.1	-20	-1	-1	1.8	0
COc1ccccc1N1CC(O)=C(c2nc3ccccc3s2)C1=N	-21	-260	0.97	-18	1	30	-1.1	-15
CCOC(=O)CN(Cc1ccccc1)S(=O)(=O)c1ccc(NC(C)=O)cc1	6	7	0.95	-10	2	0	2.6	-1
COc1ccccc1NC(=O)c1ccc(NC(=O)Cc2n[nH]c(=O)c3ccccc23)cc1	13	5	0.83	-6	0	-10	0.2	-2
Cc1cc(Cl)c(C)c(S(=O)(=O)Oc2ccccc2NC(=O)CCC(=O)O)c1Cl	26	-6	1.1	6	0	3	0.4	0
CCCn1c2c(c(O)c(C(=O)NCCCN(CC)CC)c1=O)CCCC2	-12	5	0.97	2	0	6	-1.5	-3
Cc1nc(SCc2c(F)cccc2Cl)c2c(=O)n(C)c(=O)n(C)c2n1	11	24	1.1	-4	2	-5	4.3	0
CN(C)CCC(O)c1ccccc1 (configuration not stated)	-3	17	0.94	-7	-1	4	2.1	1
C=CCNC(=O)CSc1nnc(-c2ccc(S(=O)(=O)N3CCCC3)cc2)n1C	16	-2	0.96	-16	2	-3	1.8	-2
O=C(Nc1ccc(CN2CCOCC2)cc1)c1ccccc1F	-6	9	1.1	0	1	-2	-2.0	-2
Cc1nn(Cc2ccc(Cl)cc2)c(C)c1NC(=O)c1ccc([N+](=O)[O-])cc1	-5	13	0.96	4	1	-4	0.6	1
CCC(=O)N1N=C(c2ccccc2)CC1c1ccccc1 (configuration not stated)	0	10	1.2	10	1	10	-0.7	1
